# Assay outcomes (PubChem BioAssay)
# Mtb RmlCD inh = M. tuberculosis RmlC/RmlD coupled enzyme inhibitors, primary screen, biochemical, compound mixtures, 384-well, from 1536-well plates | hit rate 0.03% among 160,000 | RmlC+RmlD coupled enzyme assay, percent inhibition; primary screen in compound mixtures | AID 1533, 2009 | inhibition, % at 3.6 µM; in the data active means inhibition mostly above about 34%, no sharp cut-off; further: some results filed as inactive read as strong as hits
# Target sequence (P9WH09 whole entry, looked up): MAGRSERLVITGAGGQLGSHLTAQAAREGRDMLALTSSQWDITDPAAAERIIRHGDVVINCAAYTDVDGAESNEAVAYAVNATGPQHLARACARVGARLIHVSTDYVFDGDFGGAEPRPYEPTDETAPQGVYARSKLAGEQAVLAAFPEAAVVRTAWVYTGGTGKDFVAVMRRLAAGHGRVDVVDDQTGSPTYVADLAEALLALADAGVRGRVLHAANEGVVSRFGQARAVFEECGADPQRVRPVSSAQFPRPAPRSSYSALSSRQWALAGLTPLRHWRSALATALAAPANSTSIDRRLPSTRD
# Target sequence (P9WH11 whole entry, looked up): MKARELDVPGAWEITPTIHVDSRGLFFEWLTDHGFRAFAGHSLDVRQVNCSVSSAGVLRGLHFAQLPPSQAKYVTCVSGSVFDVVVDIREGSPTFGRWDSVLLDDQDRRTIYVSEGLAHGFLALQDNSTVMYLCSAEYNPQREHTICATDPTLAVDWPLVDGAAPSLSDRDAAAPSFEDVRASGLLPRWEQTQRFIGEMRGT
# M. tuberculosis GlmU = inhibition of mycobacterial GlmU enzyme – biochemical, glucosamine-1-phosphate acetyltransferase (AID 1376) | M. tuberculosis GlmU acetyltransferase enzyme assay; higher % means a stronger effect | inhibition, %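 (tested at 30 µM in the primary screen)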; hits with a dose series show IC50 in µM | Bifunctional protein GlmU (Mycobacterium tuberculosis (strain ATCC 25618 / H37Rv)) | hit rate 0.25% among 220,000; in the data active means inhibition above about 13%;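 further: 0% = complete reaction with vehicle and 100% = reaction without substrate; strong numbers were not always called active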
# An asterisk follows results filed as active; · = not tested or not shown; & = joins results of further samples. These rows are one share of the data; the hit share may differ from the screen's.
SMILES,Mtb RmlCD inh,M. tuberculosis GlmU
CC1=C(C(=O)NCc2ccccc2)C(c2cccnc2)n2ncnc2N1 (stereo unspecified),14.7,0.4%
Cc1[nH]oc(=O)c1N=Nc1c(Cl)cccc1Cl,·,1.6%
Clc1ccc(-n2cccc2/C=N/n2cnnc2)cc1,·,2.3%
CCN1C(=O)C(CC(=O)Nc2ccc(F)cc2)N(CCc2ccc(OC)cc2)C1=S (stereo unspecified),9.7,-1.9%
O=C1CC(NCc2ccc(F)cc2)C(=O)N1c1ccccc1 (stereo unspecified),7.0,-2.0%
COc1ccc(N2CCN(c3nc4c(c(=O)n(C)c(=O)n4C)n3Cc3ccccc3)CC2)cc1,14.2,0.6%
N#CC1=C(N)N(c2ccccc2)C(c2ccco2)C1(C#N)C#N (stereo unspecified),-5.5,-1.1%
CC1(C)C(=O)Nc2ccccc2N1C(=O)COC(=O)C12CC3CC(CC(O)(C3)C1)C2,1.9,1.6%
Cc1cc(C)n2nc(C(=O)N/N=C/c3cccs3)nc2n1,-9.3,0.3%
CCC1CCCN1Cn1cnc2c([nH]c3ccc(C)cc32)c1=O (stereo unspecified),·,1.0%
CCN(CC)S(=O)(=O)c1ccc(C(=O)OCC(=O)N2CCN(C(=O)c3ccco3)CC2)cc1,13.4,-7.0%
Cc1ccc(N2C(=S)NC3c4cc(Cl)ccc4OC2(C)C3C(=O)N(C)C)cc1 (stereo unspecified),-3.3,-3.6%
O=C(Cc1c[nH]c2ccccc12)OCCOC(=O)Cc1c[nH]c2ccccc12,·,3.0%
Clc1ccccc1CSc1snnc1-c1ccccc1,-10.1,-1.2%
Cn1c2ccccc2c2cc(C(=O)N3CCN(CCO)CC3)sc21,·,12.8%*

# Brought forward from above: 2 compounds, followed by the next part.
SMILES,Mtb RmlCD inh,M. tuberculosis GlmU
Clc1ccccc1CSc1snnc1-c1ccccc1,-10.1,-1.2%
Cn1c2ccccc2c2cc(C(=O)N3CCN(CCO)CC3)sc21,·,12.8%*
COc1ccc(Cc2nnc(SCC(=O)c3cccc([N+](=O)[O-])c3)n2C)cc1,6.6,1.7%
C=CCN(CC=C)C(=O)C(=O)c1cc(C)n(-c2ccc([N+](=O)[O-])cc2)c1C,1.9,·
CC(C)N(C(=O)CSc1nnc(CN2CCCCCC2=O)n1-c1ccccn1)C(C)C,3.5,7.2%
COc1ccc(NC(=O)CN2CCN(c3ccccc3)CC2)cc1,·,2.2%
CCCOc1ccc(NC2=CC(=O)CC(C)(C)C2)cc1,17.9,1.8%
CCCCn1c(/C=C/c2ccco2)nc2ccccc21,-2.8,-1.3%
Cc1nc(SCc2ccc(F)cc2)c2oc3ccccc3c2n1,·,1.2%
COc1cc(NC(=O)CN2CCCCC2)c(C)cc1[N+](=O)[O-],-3.0,0.5%
N/C(=N\OCc1ccc([N+](=O)[O-])cc1)c1ccncc1,-6.2,8.5%
O=C1CCC(=O)N1CCSC(=S)N1CCSCC1,7.9,-3.5%
CC(=O)Nc1ccc(N2CCCC2)cc1,·,-2.9%
Cc1c(NC(=O)CN2c3ccccc3CC2C)c(=O)n(-c2ccccc2)n1C (stereo unspecified),2.3,7.2%
COc1ccc(C(=O)NCCn2ccc3ccccc32)cc1,-3.4,3.8%
Cc1ccc(/C=N/NC(=O)CSc2ccccn2)o1,70.0,-1.8%
CCCCN(CCCC)C(=O)C[n+]1cccc(/C=N/O)c1,-6.3,3.0%
Cc1ccc2nc(NC(=O)c3ccc(OCC4CCCO4)cc3)sc2c1 (stereo unspecified),·,-5.4%
OCCC1CN(Cc2ccon2)CCN1Cc1ccccc1 (stereo unspecified),-8.2,5.1%
Cc1ccc(NC(=O)c2ccc(OC(F)F)cc2)cc1S(=O)(=O)N(C)C,3.2,1.3%
COc1ccc(C2/C(=C(\O)c3ccc4c(c3)OCCO4)C(=O)C(=O)N2CCCN(C)C)cc1 (stereo unspecified),·,-4.5%
Cc1c(NC(=O)COC(=O)C23CC4CC(CC(O)(C4)C2)C3)c(=O)n(-c2ccccc2)n1C,·,2.6%
Cc1c(Cl)cccc1NC(=O)COc1ccc(S(=O)(=O)N2CCOCC2)cc1,7.0,2.8%
COc1cc2c(cc1OC)CN(C(=S)Nc1c(C)cccc1C)CC2,·,-0.1%
COC(=O)CC1C(=O)NCCN1C(=O)c1ccccc1 (stereo unspecified),·,2.5%
COc1ccccc1NC(C)C(=O)N/N=C/c1cccs1 (stereo unspecified),-9.0,6.8%
CCCCn1c(SCC(=O)NCC2CCCO2)nc2ccc(N3CCOCC3)cc2c1=O (stereo unspecified),·,3.2%
CC(Oc1ccccc1)C(=O)N1CCC2(CC1)Oc1ccc(F)cc1C(=O)C21CC(c2cccnc2)=NO1 (stereo unspecified),·,3.9%
O=C(CO/N=C/c1ccccc1OC(F)F)NCc1cccs1,-7.3,-1.1%
CC(C)CNC(=O)c1cnn2c(C(F)(F)F)cc(C(F)(F)F)nc12,5.3,3.1%
Cc1cc(C)c(NC(=O)NC(=O)C(Cl)(Cl)Cl)c(C)c1,5.7,-4.5%
CCOc1ccc(N(Cc2cc3cc(OC)ccc3[nH]c2=O)C(=O)C2CCCO2)cc1 (stereo unspecified),13.2,0.1%
COc1ccc(N2C(=O)CC(N3CCN(S(=O)(=O)c4cc(C)ccc4C)CC3)C2=O)cc1 (stereo unspecified),5.8,7.3%
c1ccc(-c2nc(NCCCN3CCOCC3)c3ccccc3n2)cc1,-9.9,-1.4%
O=S(=O)(Nc1cc(C(F)(F)F)ccc1N1CCOCC1)c1ccc2ccccc2c1,2.9,-2.7%
COc1ccc(N(CC(=O)NCCSC(C)(C)C)S(C)(=O)=O)c(OC)c1,·,7.3%
COc1cc(NS(C)(=O)=O)c(OC)cc1NC(=O)c1ccccc1,·,-2.0%
Cc1ccc2oc(/N=C(\N)NC(=O)C3CC3)nc2c1,·,9.1%
CCOc1ccc(C2/C(=C(\O)c3cccc(OC)c3)C(=O)C(=O)N2c2ccccn2)cc1OC (stereo unspecified),·,1.7%
O=C(N[C@H](CO)[C@H](O)c1ccc([N+](=O)[O-])cc1)C(Cl)Cl,·,0.7%
C(=C\c1nccc2c1[nH]c1ccccc12)/c1ccccc1,·,3.5%
C=CCc1c(C)nn(CC(=O)O)c1-c1ccccc1,·,-2.4%
CCc1nc2ccc(C)cc2c(C(=O)NC2CCCCC2C)c1C (stereo unspecified),-8.8,-2.0%
O=c1[nH]ncc2c3ccccc3n(Cc3ccccc3)c12,-4.4,3.4%
CCOC(=O)C(NC(=O)c1ccccc1)(OCc1ccccc1)C(F)(F)F (stereo unspecified),-5.6,-4.2%
COc1ccc(-n2nc(C(=O)Nc3cc(OC)c(OC)c(OC)c3)c3ccccc3c2=O)c(OC)c1,·,-2.6%
COCCn1c(-c2ccccc2)nc2oc3cc(OC)ccc3c(=O)c2c1=O,4.3,0.7%
CC(C)CNC(=O)COc1cccc(C(=O)NCc2ccccc2)c1,-7.2,3.2%
Cc1cc(C(=O)CSc2ncn[nH]2)c(C)n1-c1cccc(S(=O)(=O)N2CCOCC2)c1,6.5,3.3%
O=C(c1ccccc1F)N1CCN(Cc2cccc(Cl)c2)CC1,8.3,0.0%
CCOC(=O)c1oc2cc(O)c(CC)cc2c(=O)c1-c1ccc2c(c1)OCCO2,2.2,-1.7%
CCOC(=O)c1sc(NC(=O)c2ccco2)nc1-c1ccccc1,·,-6.0%
COc1cccc(CNC(=O)C2CCCN(S(=O)(=O)c3cnc[nH]3)C2)c1 (stereo unspecified),12.9,-2.4%
Cc1ccc(S(=O)(=O)NCC(=O)N2CCCC2)cc1,·,0.6%
NC(=S)N/N=C/c1coc2c(ccc3ccccc32)c1=O,8.1,-3.9%
CN(/C=C/C(=O)C(F)(F)F)Cc1ccccc1,-2.0,-7.7%
COC(=O)N(NC(=O)C(O)(c1ccccc1)c1ccccc1)c1ccc(C)cc1,6.7,-1.4%
O=C(CSc1nnc(-c2ccccn2)n1Cc1ccccc1)Nc1ccc2c(c1)OCO2,-6.6,28.3%
COc1ccccc1-c1ccc(=O)n(CC(=O)NCc2cccs2)n1,-9.6,0.1%
Cc1cc2nc(-c3ccc(SCc4ccccn4)nc3)[nH]c2cc1C,1.0,4.2%
O=C1CC(C(=O)Nc2cc(Cl)ccc2Cl)n2ncnc2N1 (stereo unspecified),·,0.3%
CNC(=S)N(CCc1c(C)[nH]c2ccc(C)cc12)Cc1cccs1,2.5,-1.1%

# (list continues)
SMILES,Mtb RmlCD inh,M. tuberculosis GlmU
O=S(=O)(c1ccccc1)N1CCN(Cc2cccc(Cl)c2)CC1,12.6,-5.9%
COC(=O)c1cccc([N+](=O)[O-])c1CN1CCCC(C(N)=O)C1 (stereo unspecified),-7.1,4.4%
O=C(NNC(=O)c1ccc([N+](=O)[O-])cc1Cl)c1ccncc1,-0.1,3.0%
CCn1c(SCC(=O)Nc2ccc3c(c2)OCO3)nc2c1c(=O)n(C)c(=O)n2C,·,-2.2%
O=C(CN(c1ccc2c(c1)OCCO2)S(=O)(=O)c1ccccc1)Nc1ccc2c(c1)OCO2,·,-2.1%
O=C(NN1C(=O)C2C3c4ccccc4C(c4ccccc43)C2C1=O)c1ccccc1 (stereo unspecified),-11.2,2.0%
CC(=O)Nc1ccc(NC(=O)COC(=O)C2c3ccccc3Oc3ccccc32)cc1,·,-2.2%
O=C(Nc1c2c(nn1-c1ccccc1)CSC2)c1ccc(N2C(=O)CCC2=O)cc1,-8.1,1.7%
O=c1cc(N2CCN(c3ccccc3F)CC2)[nH]c(=O)n1-c1ccc(Br)cc1,·,-2.7%
COc1ccccc1/C=C/C=N/n1c(-c2ccco2)n[nH]c1=S,·,-3.2%
Cc1nc2ccc(NC(=O)Cc3ccsc3)cc2s1,-0.4,0.5%
CC(C)(C)c1ccc(-c2nc(C#N)c(NCCCn3ccnc3)o2)cc1,·,-15.8%
CCOc1cccc(CNCc2ccc(C(=O)O)cc2)c1,31.7,-1.3%
COc1cccc(-n2nnnc2S(C)(=O)=O)c1,-0.3,1.0%
Cc1ccc(C)c(-n2cc(CNCCc3cnccn3)c(-c3ccccc3)n2)c1,5.5,-1.6%

# Fetched by structure from the entries so far, two records:
SMILES,Mtb RmlCD inh,M. tuberculosis GlmU
COc1ccccc1/C=C/C=N/n1c(-c2ccco2)n[nH]c1=S,·,-3.2%
O=C(Nc1c2c(nn1-c1ccccc1)CSC2)c1ccc(N2C(=O)CCC2=O)cc1,-8.1,1.7%

# Continued:
SMILES,Mtb RmlCD inh,M. tuberculosis GlmU
O=C1CC(=O)N(Cc2ccco2)C(=O)N1,10.7,·
O=C(CSc1ccccc1)N[C@@H](Cc1ccccc1)C(=O)O,·,4.1%
COc1ccc(Cl)cc1S(=O)(=O)N1CCN(c2ccc(F)cc2)CC1,·,3.8%
O=C1OC(C(=O)Nc2nccs2)Cc2ccccc21 (stereo unspecified),3.9,1.1%
O=C(c1cccnc1)N1CCN(S(=O)(=O)c2ccc(S(=O)(=O)N3CCCC3)cc2)CC1,2.8,-1.9%&-2.3%
Cc1cc(C(=O)NC(C)c2ccccc2)c2cc(F)ccc2n1 (stereo unspecified),-7.4,2.5%
Cc1ccccc1NC(=O)C(=O)c1cn(C)c2ccccc12,1.2,1.2%
COc1ccc(N2CCN(C(=O)c3ccc(OCC4CCCO4)cc3)CC2)cc1 (stereo unspecified),·,1.5%
Cc1ccc(NC(=O)CCC(=O)NNC(=O)c2cccs2)cc1C,1.5,-5.3%
CC(C)NC(=S)N/N=C/c1ccccc1[N+](=O)[O-],-6.4,4.3%
CCCc1nc2sc3c(c2c(=O)[nH]1)CCCC3,-3.8,1.0%
CCN(CC)c1ccc(CNc2nc3ccccc3n2C(C)C)cc1,2.4,2.7%
COC(=O)c1c(NC(=O)COC(=O)CCc2ccc(S(=O)(=O)N3CCOCC3)cc2)sc2c1CCC2,·,2.0%
N#CC1=C(N)Oc2n[nH]c(-c3cccnc3)c2C1c1cc(F)ccc1F (stereo unspecified),-9.0,1.5%
Cc1ccc(C(=O)Cn2cc([N+](=O)[O-])nc2C)cc1,28.5,5.1%

# Single values from the list.
# Entry for Cc1ccc(NC(=O)CCC(=O)NNC(=O)c2cccs2)cc1C under Mtb RmlCD inh: 1.5
# Entry for O=C(c1cccnc1)N1CCN(S(=O)(=O)c2ccc(S(=O)(=O)N3CCCC3)cc2)CC1 under M. tuberculosis GlmU: -1.9%&-2.3%
# Entry for Cc1cc(C(=O)NC(C)c2ccccc2)c2cc(F)ccc2n1 (stereo unspecified) under Mtb RmlCD inh: -7.4
# Entry for O=C1OC(C(=O)Nc2nccs2)Cc2ccccc21 (stereo unspecified) under Mtb RmlCD inh: 3.9

# Next section:
SMILES,Mtb RmlCD inh,M. tuberculosis GlmU
Cc1cc(S(=O)(=O)Nc2ccc3ccccc3c2)c(C)s1,10.0,2.4%
O=C(C1=C[C@@H](c2coc3ccccc3c2=O)C[C@@H](OCc2ccc(CO)cc2)O1)N1CCN(Cc2ccc3c(c2)OCO3)CC1,·,2.3%
COc1cc(C(=O)NCC(c2cccnc2)N2CCN(c3ccccc3)CC2)cc(OC)c1OC (stereo unspecified),·,-6.0%
CC1=N/C(=C\c2ccc(OC(C)C)cc2)C(=O)N1c1ccc(C(=O)O)cc1,5.7,8.3%
COc1ccc(S(=O)(=O)Nc2ccc3c(c2)OCO3)cc1,·,1.7%
COc1cccc(C(=O)N(CN2CCCC2=O)c2cc(C)on2)c1,-3.6,4.4%
CCc1cccc(OCCCCN(CC)CC)c1,·,-0.3%

# Record cards, as listed above:
# Entry for CCOC(=O)c1sc(NC(=O)c2ccco2)nc1-c1ccccc1 : Mtb RmlCD inh: ·; M. tuberculosis GlmU: -6.0%
# Entry for Cc1ccc(C)c(-n2cc(CNCCc3cnccn3)c(-c3ccccc3)n2)c1 : Mtb RmlCD inh: 5.5; M. tuberculosis GlmU: -1.6%
